Screens from PubChem BioAssay.
ROMK primary: modulates human ROMK potassium channel activity; Tet-inducible ROMK, thallium flux fluorescence; actives lie on both sides; B-score at 10 µM; P48048; AID 1918; 130,000 tested, 2% active;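 active = signal ratio slope over the read window, or its plate-corrected B-score, at least 3 SD from the plate mean, either direction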;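 note: B-score of the F/F0 ratio slope over 7 to 12 s after thallium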
Target sequence (P48048 whole entry, looked up): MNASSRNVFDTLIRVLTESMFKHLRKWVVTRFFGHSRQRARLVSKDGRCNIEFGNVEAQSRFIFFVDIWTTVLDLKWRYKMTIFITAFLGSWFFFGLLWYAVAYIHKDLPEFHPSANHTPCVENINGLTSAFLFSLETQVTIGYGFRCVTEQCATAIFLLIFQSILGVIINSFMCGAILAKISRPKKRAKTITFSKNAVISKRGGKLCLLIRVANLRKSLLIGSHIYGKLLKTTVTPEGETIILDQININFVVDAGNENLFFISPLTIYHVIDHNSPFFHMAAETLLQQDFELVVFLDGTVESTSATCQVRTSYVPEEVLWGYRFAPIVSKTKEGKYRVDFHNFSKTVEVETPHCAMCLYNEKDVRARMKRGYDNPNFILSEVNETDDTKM
PPARg SRC-2 ag: promotes SRC-2 coactivator recruitment by human PPARgamma; AID 1032; 200,000 tested, 0.34% active; P37231; PPARgamma LBD-SRC-2 recruitment, biochemical; activation, % at 8 µM; in the data active = activation above about 22%;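 note: 0% = vehicle and 100% = reference agonist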
bIAP inhibitor: intestinal alkaline phosphatase (bovine) inhibition; purified bovine IAP, CDP-star luminescence, 30 min; inhibition, % at 20 µM; 190,000 tested, under 10 active;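 active = over 50% inhibition of intestinal alkaline phosphatase at 20 µM in the single-dose screen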
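Assay system – bovine IAP enzyme · Quantity – bovine IAP at 1/65,000,000 final dilution · Detection – CDP-star luminescence signal · Times – 30 min reaction at room temperature · Also added – CDP-star substrate at 30 µM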
SRC2 TRFRET art: counter-screen for PPARgamma SRC-2 recruitment agonists: TR-FRET artefact; hits give high values; TR-FRET ratio at 8 µM; 200,000 tested, 0.4% active; AID 1049; in the data active = TR-FRET ratio above about 2000; note: inactives centre near 1500
STAT1 inh: inhibitors of IFN-gamma induced STAT1 signaling. NIH 3T3 STAT1-luciferase reporter, luminescence. 200,000 tested, 0.35% active. inhibition, % at 5.5 µM. AID 920;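 active = inhibition above a set limit, the mean inhibition across all tested compounds plus 3 SD, cut at about 34% in these data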;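 note: 0% = IFN-gamma with DMSO and 100% = IFN-gamma with 300 µM nifuroxazide; values of inactives mirror those of a sister screen read the other way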
STAT3 blocker: reduces IL-6 driven STAT3 reporter signal. AID 862. 190,000 tested, 0.89% active. U3A cells, IL-6 STAT3-luciferase reporter, luminescence; host cell line lacks STAT1. inhibition, % at 5.5 µM;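 active = inhibition above the mean inhibition across all screened compounds plus 3 SD, cut at about 44% in these data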;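 note: 0% = DMSO only wells and 100% = 100 µM nifuroxazide control wells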
PPARg SRC1 recr: agonists of human PPARgamma SRC-1 coactivator recruitment | P37231 | PPARgamma-SRC-1 coactivator recruitment biochemical assay | activation, % at 8 µM | 200,000 tested, 0.41% active; in the data active = activation above about 19%;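 note: 0% = DMSO and 100% = reference agonist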
TNAP act hi DEA: activators of human TNAP at high phosphate acceptor concentration; P05186; purified TNAP, CDP-star luminescence, 1 M DEA, 30 min; hits give high values; 0 = EDTA background, 1 = DMSO-only activity; activation factor at 20 µM; 200,000 tested, under 10 active;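 active = activation factor at least 2 at 20 µM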
Target sequence (P05186 whole entry, looked up): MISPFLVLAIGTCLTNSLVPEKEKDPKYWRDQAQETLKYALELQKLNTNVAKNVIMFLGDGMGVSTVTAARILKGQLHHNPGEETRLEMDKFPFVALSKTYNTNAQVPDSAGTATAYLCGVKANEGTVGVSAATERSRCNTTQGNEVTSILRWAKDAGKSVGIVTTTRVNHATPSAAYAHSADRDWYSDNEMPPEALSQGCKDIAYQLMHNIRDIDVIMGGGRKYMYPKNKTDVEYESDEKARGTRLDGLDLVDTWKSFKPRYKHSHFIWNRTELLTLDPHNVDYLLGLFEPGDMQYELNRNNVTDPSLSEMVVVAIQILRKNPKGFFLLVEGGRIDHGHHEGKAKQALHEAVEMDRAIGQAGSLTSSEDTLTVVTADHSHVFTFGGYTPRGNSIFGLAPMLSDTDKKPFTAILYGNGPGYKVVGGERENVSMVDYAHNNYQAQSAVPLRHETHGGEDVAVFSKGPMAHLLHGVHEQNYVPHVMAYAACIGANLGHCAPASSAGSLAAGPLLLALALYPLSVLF
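Assay system: human TNAP; Input: enzyme diluted 1/800 final; Reagent: CDP-star luminogenic substrate at 100 µM final; Timing: 30 min, room temperature; Signal: luminescence; Evaluation: TNAP activation factor scaled between EDTA and DMSO control wells.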
PPARg SRC-3 ag: promotes SRC-3 coactivator recruitment by human PPARgamma; P37231; biochemical PPARgamma/SRC-3 coactivator recruitment assay; activation, % at 8 µM; 200,000 tested, 0.26% active; in the data active = activation above about 23%;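 note: 0% = DMSO and 100% = reference agonist; some compounds past the cut are filed as inactive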
STAT3 activator: STAT3 signaling activation; U3A cells, IL-6 STAT3-luciferase reporter, luminescence; 100% = signal with IL-6 EC80 alone; activation (% of control), % at 5.6 µM; 190,000 tested, 0.91% active;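 active = activation above the screen-wide mean of compound activation plus 3 SD, cut at about 130% in these data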;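 note: 0% = background luminescence of wells with medium and substrate only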
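Material: human U3A cells carrying STAT3-luciferase construct. Measured by: reporter luminescence signal. Timing: compound 1 h, then IL-6 6 h at 37 °C.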
bIAP activator: intestinal alkaline phosphatase (bovine) activation; purified bovine IAP, CDP-star luminescence, 30 min; hits give high values; fold of DMSO-control signal, blank-subtracted; activation factor at 20 µM; 200,000 tested, 0.17% active;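 active = activation factor of 2 or more at 20 µM, a signal rise over negative controls twice the positive control's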
* marks the source's active call; other numbers are inactive results; . = not tested or not shown; & = joins results of further samples.

smiles,ROMK primary,PPARg SRC-2 ag,bIAP inhibitor,SRC2 TRFRET art,STAT1 inh,STAT3 blocker,PPARg SRC1 recr,TNAP act hi DEA,PPARg SRC-3 ag,STAT3 activator,bIAP activator
COc1cc(C2C(C(=O)c3ccco3)=C(O)C(=O)N2CCc2ccccc2)ccc1O (centres undefined),.,7,-1,1565,-7,-2,-1,1,-5,107,1
COC(=O)c1cc(C#N)c(N2CCN(C)CC2)nc1C,-0.48,0,0,1425,-2,9,5,1,-2,99,1
O=C(Cc1ccccc1)NN1C(=O)C2C(C1=O)C1C=CC2C12CC2 (centres undefined),.,-3,-1,1504,-2,-7,-2,1,1,104,1
CC(C)(C)NC(=O)CN1CCC(O)(c2ccc3c(c2)OCO3)CC1,.,-5,10,1532,1,4,-8,1,-20,98,0.9
CS(=O)(=O)c1cnc(-c2ccccc2)nc1Oc1ccc(F)cc1,.,14,8,1561,-5,4,1,1,10,102,0.9
COc1cccc(/C=N/NC(=O)c2ccccc2N(Cc2ccccc2)S(=O)(=O)c2ccccc2)c1OC,.,-6,-2,1441,5,12,1,1,-7,97,1
CCCCC(=O)NC1(C(F)(F)F)NC(=O)N(Cc2ccccc2)C1=O (centres undefined),-0.69,-1,-9,1429,0,0,-3,0.9,-4,105,1.1
COC(=O)CC1C(=O)NCCN1C(=O)CSc1nnnn1-c1ccc(Cl)cc1 (centres undefined),-1.3,-1,5,1363,-5,-1,4,1,-1,103,1
CCn1c(C)nc2cc(C(=O)NNS(=O)(=O)c3c(F)cc(F)c(Cl)c3F)ccc21,0.23,4,-1,1622,-3,-5,3,1,4,104,1
CCC(N1CCOC1=O)S(=O)(=O)c1ccc(C)cc1 (centres undefined),-0.13,13,11,1688,-2,3,5,1,7,101,0.9
O=C(Nc1nc2c(c(=O)[nH]1)CCCC2)C1CC1,.,8,12,1676,1,1,-2,1,0,100,0.9
COc1ccc(Oc2ncc(CN3CCN(c4ccccc4)CC3)s2)cc1,-0.73,-2,0,1469,-2,5,-5,1.1,1,99,1
Cc1nc(Nc2nc(CSc3ccc(Cl)cc3)cc(=O)[nH]2)nc2ccccc12,.,1,-2,1625,2,4,1,0.9,2,99,1
N=c1n(CCN2CCOCC2)c2ccccc2n1Cc1ccccc1Br,.,2,-6,1571,5,4,2,1.1,11,101,1.1
COc1cccc(C2C3=C(N=c4s/c(=C\c5cccc(O)c5)c(=O)n42)c2ccccc2CC3)c1OC (centres undefined),.,8,.,1627,-9,-6,4,0.9,6,106,0.4
CC(=O)c1cc2c(cc1N)OCO2,.,0,-2,1705,-4,2,2,1,1,102,1
O=C(CN1C(=O)NC2(CCCCC2)C1=O)Nc1ccccc1Cl,.,3,6,1706,7,10,-4,1.1,3,95,0.9
Cc1cc(N2C3CCC2CC(O)(c2ccc(F)cc2)C3)nc(-c2ccccc2)n1 (centres undefined),0.36,-8,-5,1437,-4,3,4,1,-9,101,1.1
COc1cc(/C=N/Nc2cc(C)nc(NS(=O)(=O)c3ccc(C)cc3)n2)ccc1O,.,3,22,1487,6,-6,1,1,1,101,0.8
CCN(CC)C(=O)/C(=C\c1ccc2c(c1)OCO2)NC(=O)c1ccc(Br)cc1,.,1,8,1600,-4,1,-9,1.1,-14,109,0.9
Cc1cc(C(=O)OCC(=O)NC2CCCCC2)c(C)o1,.,7,8,1550,-3,0,-1,1,-7,103,0.9
Cc1cccc(OCCCN2CCCCCC2)c1,3.2*,-4,8,1375,-5,2,-21,1.1,-7,102,0.9
COc1ccc(N2CCN(C(=O)c3oc4ccccc4c3C)CC2)cc1,-0.74,-1,17,1679,-8,-11,1,1,-1,110,0.8
COCCCNC(=O)CN(c1cc(OC)ccc1OC)S(=O)(=O)c1ccccc1,0.07,2,1,1507,-2,-7,-6,1,6,109,1
CCOC(=O)C1C2C=CC3(CN(CCc4ccccc4)C(=O)C13)O2 (centres undefined),1.1,13,11,1493,7,4,0,1,0,99,0.9
Cc1ccc2nc(-c3cccc(NC(=O)c4ccco4)c3)[nH]c2c1,-0.16,7,4,1762,-24,11,7,1,10,93,1
O=C1c2ccccc2C(=O)N1CCCSc1nc2ccccc2o1,0.029,8,4,1921,12,11,9,1,-3,95,1
COc1cc(C(=O)NCC(=O)N/N=C/c2ccc(OC(=O)c3ccco3)cc2)cc(OC)c1OC,-0.28,2,6,1771,-2,3,8,1.1,6,103,0.9
CC(=O)OCC[N+](C)(C)C,1,2&2,13&-7,1475&1362,6&3,-1&-1,9&4,1,-1&-2,103&103,0.9&1.1
O=C(CSc1nc2ccccc2s1)NC1CCCc2ccccc21 (centres undefined),.,-1,-2,1422,6,-19,-2,1,-5,111,1

Among those listed so far, 2 have bromine:
smiles,ROMK primary,PPARg SRC-2 ag,bIAP inhibitor,SRC2 TRFRET art,STAT1 inh,STAT3 blocker,PPARg SRC1 recr,TNAP act hi DEA,PPARg SRC-3 ag,STAT3 activator,bIAP activator
N=c1n(CCN2CCOCC2)c2ccccc2n1Cc1ccccc1Br,.,2,-6,1571,5,4,2,1.1,11,101,1.1
CCN(CC)C(=O)/C(=C\c1ccc2c(c1)OCO2)NC(=O)c1ccc(Br)cc1,.,1,8,1600,-4,1,-9,1.1,-14,109,0.9

New compounds follow
smiles,ROMK primary,PPARg SRC-2 ag,bIAP inhibitor,SRC2 TRFRET art,STAT1 inh,STAT3 blocker,PPARg SRC1 recr,TNAP act hi DEA,PPARg SRC-3 ag,STAT3 activator,bIAP activator
CCOc1ccc(NC(=O)Nc2cnccn2)cc1,.,-3,10,1340,-17,10,4,1,5,94,0.9
Cc1noc(C)c1C(=O)N1CCC(CO)(Cc2ccccc2)CC1,0.62,-4,-15,1420,-7,1,14,1,2,104,1.2
CC(C)Cc1nc2oc3c(N4CCN(CCO)CC4)ncnc3c2c2c1CCCC2,.,5,2,1415,1,-3,6,1,-1,109,1
CC(C)Cn1c(NCCO)nc2ccccc21,0.89,18,11,1641,-8,8,2,1,6,97,0.9
CN(C)c1ccc2c3c(ccc(N(C)C)c13)COC2,1.1,6,-11,1745,-1,11,9,1.1,3,100,1.1
CSc1nc(C)c(Cc2ccccc2)c(=O)[nH]1,-1.3,-2,5,1462,-5,8,2,1,4,100,1
COc1cccc(C(C(=O)NC2CCCCC2)N(CCN2CCOCC2)C(=O)C2COc3ccccc3O2)c1 (centres undefined),.,-2,-49,1509,1,-8,2,1,-2,111,1.5
C=CCNC(=O)C1CCC(C(=O)NCC=C)CC1 (centres undefined),0.82,-2,8,1612,-11,1,-2,1,6,102,0.9
CCOC(=O)c1c(C2CC2)csc1NC(C)=O,.,8,-2,1690,-3,-3,3,1,-5,104,1
O=C(NC(=S)Nc1cc(S(=O)(=O)N2CCOCC2)ccc1N1CCOCC1)C1CCCC1,0.2,-7,7,1495,-5,17,-7,1,-12,92,0.9
CC(C)CNC(=O)c1ccccc1NC(=O)c1ccccc1N(C)S(C)(=O)=O,0.38,2,0,1579,1,2,-3,1,-9,99,1
COc1ccc(N2CCN(C(=O)c3ccc(SC)cc3OC)CC2)cc1,0.1,10,2,1609,-5,2,-5,1,2,102,1
COc1ccc(CCNC(=O)CC2SC(=NCc3ccccc3OC)NC2=O)cc1 (centres undefined),-0.062,-3,-15,1432,2,-11,2,1,1,113,1.1
COc1ccccc1NC(=O)CCSc1nc(C)cc(C)n1,0.49,1,-3,1323,-6,7,-4,1,5,97,1
COc1ccc(NC(=O)CN(c2cc(C)cc(C)c2)S(=O)(=O)c2c(C)noc2C)cc1,.,4,5,1794,8,12,5,1.1,8,94,1
COc1ccccc1C(=O)NC(CCSC)C(=O)OC(C)C(N)=O (centres undefined),1.5,1,-5,1546,-4,5,-1,1,-4,100,1.1
CCc1cccc(C)c1NC(=O)CSc1nnc(-c2ccco2)n1N,.,-8,4,1620,2,0,0,1,-4,102,1
O=C(CSc1nccc(=O)[nH]1)Nc1ccc(F)c(Cl)c1,.,-2,-92,1395,5,0,1,1,1,104,1.9
CCN1CCN(S(=O)(=O)c2cc(OCC(=O)NC3CCCCC3)c(C)cc2Cl)CC1,.,3,-6,1516,21,77*,3,1,7,38,1.1
Cc1cccc(NC(=O)C2CCN(S(=O)(=O)c3c(C)nn(C)c3C)CC2)n1,.,4,11,1517,-2,4,4,1,3,97,0.9
CSc1cccc(NC(=O)CCCOc2ccc(Cl)cc2C)c1,0.27,3,18,1568,0,3,-5,1,2,100,0.8
Cc1cc(NC(=O)CSc2n[nH]c(CC(C)C)n2)no1,.,1,-13,1413,-3,2,0,1,-1,101,1.1
O=C1c2ccccc2C(O)N1Cc1ccco1 (centres undefined),.,5,12,1614,0,4,6,1,6,97,0.9
CC(=O)c1sc2nc(-c3cccs3)cc(C(F)(F)F)c2c1N,.,8,48,1695,3,-63,7,1.1,19,162*,0.5
COc1ccc(N2C(=O)CSC23CCCCC3)cc1,.,-2,20,1490,0,5,-4,1.1,2,99,0.8
Cc1ccc(CSc2ccc3nnc(-c4cccnc4)n3n2)cc1,.,0,5,1582,1,-3,1,1,-3,98,1
Cc1ccc(C(C2=C(O)CC(C)(C)CC2=O)C2C(=O)CC(C)(C)CC2=O)o1 (centres undefined),-0.42,6,18,1513,-2,4,1,1.1,7,101,0.8
O=C(CSc1nnnn1-c1ccc(Cl)cc1)N1CCc2ccccc2C1,-0.38,6,33,1685,3,8,9,1,2,100,0.7
O=C(O)c1ccc(S(=O)(=O)c2ccc3c(c2)C(=O)N(Cc2ccco2)C3=O)cc1,.,8,-1,1590,0,-4,4,1.1,8,103,1
O=C(Nc1nc2c(s1)CN(Cc1ccccc1)CC2)c1cccc(S(=O)(=O)N2CCc3ccccc32)c1,.,15,4,4126*,11,8,37*,0.9,39*,97,1
O=C(Nc1ccncc1)c1ccccc1-c1ccccc1,-1.2,6,-1,1430,6,12,6,1,6,94,1
O=P(OC1CCCCC1)(OC1CCCCC1)C(O)c1ccc(Cl)cc1Cl (centres undefined),0.057,-2,6,1621,1,-8,-3,1,1,106,0.9
CS(=O)(=O)N(CC(=O)N1CCN(c2cccc(Cl)c2)CC1)c1cccc(F)c1,.,4,-3,1690,7,6,2,1,3,99,1
COC(=O)c1ccccc1N(C)S(C)(=O)=O,0.21,0,10,1564,5,-10,6,1.1,-3,113,0.9
COc1ccc(/C=C2\SC(=O)N(CCC(=O)Nc3ccc(S(=O)(=O)Nc4nccs4)cc3)C2=O)cc1,.,0,0,1648,-16,-3,2,1,7,102,1
Cc1ccc(NC(=O)CC2S/C(=N/c3nccs3)N(C)C2=O)c(C)c1 (centres undefined),-1.1,0,-5,1413,6,0,-6,1,7,100,1.1
C=C(C)CNC(=S)NNC(=O)c1ccc(Br)cc1,-0.12,0,7,1488,-1,8,-5,1,4,95,0.9
